High-throughput results deposited in PubChem BioAssay by National Center for Advancing Translational Sciences (NCATS).
ERK EGF inh = qHTS Assay for Inhibitors of the ERK Signaling Pathway using a Homogeneous Screening Assay; Stimulation with EGF; HEK293-V1b, EGF-stimulated phospho-ERK AlphaScreen; Potency, µM (highest dose often 11.5 µM), for the others: at the top dose activity change, negative = inhibition, actives largely listed as inhibitors; 130,000 tested, 0.41% active; AID 1454, 2008; active = well fitted inhibition curve with a large enough effect; inconclusive = small, poorly fitted or top-dose-only effect, or effect the other way;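 also: plate controls were stimulated vehicle wells for no effect and unstimulated vehicle basal for full effect; nearly all actives have a fitted effect of over 55% in size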
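V1b-HEK293, 1% FBS o/n; cpd 30 min 37C; EGF 25 nM final, 5 min; lyse 10 min; AlphaScreen beads 5 h RT. Normalized DMSO basal vs EGF max; Hill AC50.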
Numbers without * were called inactive; ? = inconclusive; & = joins results of further samples; [ ] = remark or other dose. Potency is read from the fitted curve at half-maximal effect. The list is partial; rates above refer to the full screens.

SMILES	ERK EGF inh
CC(C)(C)NC(=O)CSc1nc(N)cc(=O)[nH]1	0%
NC(=O)COC(=O)c1ccccc1OCc1ccccc1	-18%
NC(=O)c1ccc(NC(=O)COC(=O)C2CC(=O)N(Cc3ccccc3)C2)cc1 (stereo unspecified)	-4%
CN(C(=O)CSc1ncnc2scc(-c3ccccc3)c12)C1CCS(=O)(=O)C1 (stereo unspecified)	-13%
Cc1cccc(/C(N)=N/OC(=O)COc2ccc(Cl)cc2)c1	1%
Cc1nn(C)c(C)c1C1Nc2ccccc2C(=O)N1O (stereo unspecified)	15%
CC(C)OC(=O)COc1cc(O)c2c(=O)cc(-c3ccccc3)oc2c1	1%[57.5 µM]
CCn1c(C(=O)O)c(CC(=O)Nc2ccccc2F)c2ccccc21	-2%
COc1ccc(S(=O)(=O)Nc2ccc(S(=O)(=O)N(C)C)cc2)cc1[N+](=O)[O-]	2%
CCOC(=O)C1CCN(c2nc(C)nc3c2oc2ccccc23)CC1	?
CN1C(=O)c2ccc(C(=O)Nc3nccs3)cc2C1=O	-18%
Cc1c(C(=O)Nc2ccc(Cl)cc2)c2ccccn2c1CCc1ccncc1	?
CN(C)C(=O)c1ccc(NC(=O)c2ccccc2Sc2ccccc2C#N)cc1	0%
CC(=O)Nc1ccc(C(=O)NNS(=O)(=O)c2ccc(C)cc2)cc1	-5%
CC(C)NCC(O)COCCOc1ccc(Br)cc1 (stereo unspecified)	2%
CCC1(C)OCC(Cn2c3ccccc3c3ccccc32)O1 (stereo unspecified)	-5%
O=C(NC(=S)Nc1ccc2c(c1)OCCO2)c1cccc(Br)c1	9%
CCc1cccc(C)c1NC(=O)CN(C)Cc1ccccc1F	2%
COc1ccc(CNC(C)C(=O)Nc2ccc3ccccc3c2)cc1OC (stereo unspecified)	9%
O=C(COC(=O)c1cc(-c2ccc(F)cc2)nc2ccccc12)NCC1CCCO1 (stereo unspecified)	?

The closing five compounds of the section before are carried over, then new ones follow.
SMILES	ERK EGF inh
CCC1(C)OCC(Cn2c3ccccc3c3ccccc32)O1 (stereo unspecified)	-5%
O=C(NC(=S)Nc1ccc2c(c1)OCCO2)c1cccc(Br)c1	9%
CCc1cccc(C)c1NC(=O)CN(C)Cc1ccccc1F	2%
COc1ccc(CNC(C)C(=O)Nc2ccc3ccccc3c2)cc1OC (stereo unspecified)	9%
O=C(COC(=O)c1cc(-c2ccc(F)cc2)nc2ccccc12)NCC1CCCO1 (stereo unspecified)	?
N#Cc1cnc(SCC(=O)Nc2ccccc2C(F)(F)F)nc1N	3%
O=C(CCc1nnc(CCc2ccccc2)o1)N1CCCC1c1nccs1 (stereo unspecified)	-5%
N#C/C(=C/c1ccc(-c2cc([N+](=O)[O-])ccc2Cl)o1)C(N)=O	6%[57.5 µM]
Cc1nnc(SCc2cc([N+](=O)[O-])cc3c2OCOC3)[nH]c1=O	7%[57.5 µM]
COC(=O)[C@H](COC(C)(C)C)NC(=O)O[C@H]1C(=O)c2cc(OC)ccc2O[C@@H]1c1ccc(OC)c(Br)c1	-4%
Cc1ccc(C(=O)CC(Nc2ccc(F)cc2)c2ccccc2)cc1 (stereo unspecified)	6%
COC(=O)C(C)(C)ONC(=O)Nc1ccc(C)cc1	0%
NC(N)=NS(=O)(=O)c1ccc(NC(=S)NC(=O)/C=C/c2ccco2)cc1	-1%
COc1ccc(-n2nnnc2SCC(=O)Nc2cc(OC)c([N+](=O)[O-])cc2C)cc1	-9%
O=C(CCn1c(=S)oc2ccccc21)Nc1ccccc1F	12%
CC(C)CC1(C(=O)NCCc2c[nH]c3ccccc23)C=CCN1C(=O)c1ccccc1 (stereo unspecified)	-7%&-9%
CC1CCN=C(N)S1 (stereo unspecified)	-11%
COc1cccc(-n2c(CCn3nc(C)c([N+](=O)[O-])c3C)n[nH]c2=S)c1	6%
C/C(=N\NC(=O)CNc1cccc(C(F)(F)F)c1)c1ccc(Br)cc1	5%
CCOC(=O)N1CCN(c2ccc([N+](=O)[O-])cc2)CC1	0%
COc1ccc2c(c1)c(CC(=O)O)c(C)n2Cc1ccc(Cl)cc1	-3%
Cc1ccc(C(=O)N/C(=C\c2ccccc2)C(=O)NCC2CCCO2)cc1 (stereo unspecified)	6%
COc1cc(C(O)C(=O)O)ccc1O (stereo unspecified)	15%
COc1cccc(C(=O)N2N=C(c3ccccc3)CC2(O)C(F)(F)F)c1 (stereo unspecified)	-1%
COc1ccc(CCNC(=O)c2ccc(-c3ccc([N+](=O)[O-])cc3)o2)cc1OC	?

An excerpt from further up, as a working copy:
SMILES	ERK EGF inh
COc1cc(C(O)C(=O)O)ccc1O (stereo unspecified)	15%
COc1cccc(C(=O)N2N=C(c3ccccc3)CC2(O)C(F)(F)F)c1 (stereo unspecified)	-1%
COc1ccc(CCNC(=O)c2ccc(-c3ccc([N+](=O)[O-])cc3)o2)cc1OC	?

Of the compounds above, these have an aryl thioether with sulfur outside any ring:
SMILES	ERK EGF inh
CC(C)(C)NC(=O)CSc1nc(N)cc(=O)[nH]1	0%
CN(C(=O)CSc1ncnc2scc(-c3ccccc3)c12)C1CCS(=O)(=O)C1 (stereo unspecified)	-13%
CN(C)C(=O)c1ccc(NC(=O)c2ccccc2Sc2ccccc2C#N)cc1	0%
N#Cc1cnc(SCC(=O)Nc2ccccc2C(F)(F)F)nc1N	3%
Cc1nnc(SCc2cc([N+](=O)[O-])cc3c2OCOC3)[nH]c1=O	7%[57.5 µM]
COc1ccc(-n2nnnc2SCC(=O)Nc2cc(OC)c([N+](=O)[O-])cc2C)cc1	-9%

The list goes on:
SMILES	ERK EGF inh
COc1ccc(N(C(=O)c2cnccn2)C(C(=O)NC2CCCCC2)c2ccc(O)cc2)cc1 (stereo unspecified)	6%
CCOC(=O)c1ccc(-c2ccc(/C=N/NC(=O)CN(c3ccccc3Cl)S(C)(=O)=O)o2)cc1	-1%
Fc1cccc(Cc2noc(CN3CCCCC3c3ccccn3)n2)c1 (stereo unspecified)	-11%
CCC(=O)NC(=S)Nc1ccc(NC(=O)c2ccc([N+](=O)[O-])cc2)cc1	9%
Nc1ccccc1Sc1ccc(C(F)(F)F)cc1[N+](=O)[O-]	8%[57.5 µM]
CCCc1nnc(SCC(=O)N2C(C)CCCC2C)n1CC (stereo unspecified)	2%
COc1ccc(NC(C)=O)cc1NC(=O)c1ccc(Cl)cc1	2%
CCC(CC)c1nn2c(N)c(/C=C3\C(C)=Nc4ccccc43)c(=O)nc2s1	-8%[57.5 µM]
Cc1cc(C)n(-c2nc3sc4c(c3c3nnc(SCC(N)=O)n23)CC(C)(C)OC4)n1	-3%
Cc1ccc(SCC(=O)Nc2cc([N+](=O)[O-])ccc2O)cc1	4%
Cc1ccc(S(=O)(=O)N2CCC(C(=O)C3C(=O)CCCC3=O)CC2)cc1	2%
COc1ccc(CCNC(=O)CSc2ccccn2)cc1OC	10%
COC(=O)c1ccccc1NC(=O)CNC(=O)c1ccc(OC)c(OC)c1	5%
O=[N+]([O-])c1cccnc1Oc1ccccc1F	32%[57.5 µM]
O=C(O)c1cccc(NC2=C(n3nnc4ccccc43)C(=O)c3ccccc3C2=O)c1	-2%[57.5 µM]
COCCOC(=O)/C(=C/c1ccc(OC(=O)c2ccccc2)cc1)C(C)=O	0%
CN(C)CCCN(CCCNC(=O)/C=N/O)Cc1ccccc1	1%
Cc1ccc(C2=NOC3(CC(=O)N(c4ccc(C)cc4)C3=O)C2)cc1 (stereo unspecified)	-10%[57.5 µM]
O=C(Cn1cncn1)N/N=C/c1ccncc1	-9%[57.5 µM]
Cc1ccc(NC(=S)N/N=C2\CC3CC=CC23)c(C)c1 (stereo unspecified)	-3%
Nc1ccc(N2CCN(c3cccc(Cl)c3)CC2)cc1	-21%
CC(OC(=O)c1ccc(-c2ccc([N+](=O)[O-])cc2)o1)C(=O)NC(N)=O (stereo unspecified)	-11%[57.5 µM]
CC(C)(C)n1nnnc1C(c1cccnc1)N1CCN(C(=O)c2ccco2)CC1 (stereo unspecified)	-3%
Cc1cc(C)c(NC(=S)NC(CO)(CO)CO)c(C)c1	10%[57.5 µM]
O=C(NCCCn1ccnc1)c1ccc(Cl)cc1	5%[57.5 µM]
CCOc1ccc2nc(NC(=O)C3CCCN(S(=O)(=O)c4c(C)noc4C)C3)sc2c1 (stereo unspecified)	-14%[57.5 µM]
Cc1csc(-c2coc3cc(O[C@@H]4O[C@H](CO)[C@@H](O)[C@@H](O)[C@H]4O)ccc3c2=O)n1	1%
NNC(=O)CN1CCCc2ccccc21	-4%
Clc1ccc(OCc2nnnn2-c2ccccc2)cc1	-3%
CNCCCCc1cnc(C)c2[nH]c3ccccc3c12	-4%
COc1ccc2c(c1OC)CN(C)CCc1cc3c(cc1C(=O)C2)OCO3	-10%
O=C1CSC(c2cccnc2)N1CCc1ccccn1 (stereo unspecified)	13%[57.5 µM]
Cc1cc(C)c(-c2csc(NC(=O)c3cc([N+](=O)[O-])ccc3N3CCOCC3)n2)c(C)c1	3%
Cc1ccc(C(C(=O)NCc2ccco2)N(C(=O)CNC(=O)c2cccs2)c2c(C)cccc2C)cc1 (stereo unspecified)	4%
Cn1cccc1C(=O)N1CCC2(CCN(C(=O)Nc3cccc(F)c3)CC2)CC1	-2%
Cc1ccc(S(=O)(=O)Nc2cccc(Cl)c2)cc1NC(=O)c1cccnc1	10%
Cc1ccc(CNC(=O)C2CC(c3cccc(F)c3)=NO2)cc1 (stereo unspecified)	12%[57.5 µM]
OCc1nc(CO)n(Cc2ccccc2)n1	3%
O=C(Cc1ccccc1)NCC(=O)OCc1ccc([N+](=O)[O-])cc1	-9%
COC(=O)C1=C(C)NC(C)=C(C(=O)OC)C1c1ccc(-c2cccc(Cl)c2Cl)o1	-4%
O=c1c(O)c(-c2ccccc2)oc2ccc3occc3c12	24%
CCOC(=O)COc1ccc2c(=O)cc(-c3ccccc3)oc2c1	-3%[57.5 µM]
NC(=O)NC(=O)COC(=O)CC12CC3CC(CC(C3)C1)C2	-6%
Cc1[nH]c2ccc(F)cc2c1CCN(Cc1cccnc1)C(=S)Nc1ccc(F)cc1	10%
COc1ccc(C(=O)c2ccc([N+](=O)[O-])cc2Cl)cc1	?
COCCNC(=O)C(c1cccnc1)N(Cc1ccccc1)C(=O)Cn1nnc2ccccc21 (stereo unspecified)	4%
CC(=O)Nc1ccc(NC(=O)C2CCC(CNS(=O)(=O)c3cccc4nsnc34)CC2)cc1 (stereo unspecified)	6%
CCOC(=O)C1=C(N)OC2=C(C(=O)CC(C)(C)C2)C1c1cc(CSc2nnnn2C)cs1 (stereo unspecified)	13%
O=C(CSc1nc2ccccc2o1)N1N=C(c2cccs2)CC1c1ccc(F)cc1 (stereo unspecified)	1%
CCCCCCC(C)n1[nH]c(=O)cc1N (stereo unspecified)	-7%[57.5 µM]
CCCCN(CCCC)CC(O)COc1ccccc1Br (stereo unspecified)	2%
CC(C)(C)NC(=O)[C@H]1CC[C@H]2[C@@H]3CC[C@H]4NC(=O)C=C[C@]4(C)[C@H]3CC[C@]12C	?
CC1(C)Cc2nc3oc4c(NCc5ccccc5)ncnc4c3cc2CO1	-5%[57.5 µM]
COc1ccc(C(=O)C2CCCN(C/C=C/c3ccccc3OC)C2)c(OC)c1 (stereo unspecified)	?
COc1ccc(C(CC(=O)O)NC(=O)Nc2ccccc2)cc1OC (stereo unspecified)	?
CC(=O)c1ccc(NC(=O)C2C3C=CC(C3=C(c3ccccc3)c3ccccc3)C2C(=O)O)cc1 (stereo unspecified)	-15%
Cc1cccc(N=C2NC(=O)/C(=C\c3cccs3)S2)c1	3%
Cc1cc(C)c(C#N)c(N)n1	4%[57.5 µM]
CCC(=O)Nc1nc(-c2ccc3c(c2)CC(C)N3S(C)(=O)=O)cs1 (stereo unspecified)	11%
CC(=O)N1C2(C=CC1(C)C(=O)NCc1ccc(C)o1)CCCCC2 (stereo unspecified)	4%
Later entries
SMILES	ERK EGF inh
CSc1ccc(CN2CCN(CCC(C)C)C(CCO)C2)cc1 (stereo unspecified)	-20%[57.5 µM]
COc1ccc2nc(NC(=O)CCN3C(=S)NC(C)(C)CC3C)sc2c1 (stereo unspecified)	5%
CCOC(=O)C1=C(C)NC(=O)NC1c1ccc(-c2ccc(Cl)cc2)o1 (stereo unspecified)	-7%
CCOC(=O)c1sc(NC(=O)Nc2ccccc2)cc1C	?
CCCN(CCC)c1ccc(/C=C/c2ccc3cc(OCC)ccc3n2)cc1	?
Cc1ccc(C)c2c(N)c3c(nc12)CCCCC3 (tested in a mixture with another compound)	-3%
Cc1sc(N/N=C/c2ccco2)nc1-c1ccccc1	-10%
CCOC(=O)C1=NOC(COc2ccccc2C=O)C1 (stereo unspecified)	3%
Cc1cccc(-n2c(=O)c3c(C)c(C)sc3n(CC(N)=O)c2=O)c1	-5%
CN1CCN(c2nc(C(N)=O)cc(-c3ccccc3)n2)CC1	-3%
COc1ccc(CNC(=O)C(=O)NC2CC(C)(C)NC(C)(C)C2)cc1	-10%
CCOC(=O)/C=c1\s/c(=C(\C#N)C(=O)OCC)n(-c2ccccc2)c1=O	-5%[57.5 µM]
CC(C)C[C@H](NC(=O)[C@@H](O)[C@H](N)Cc1ccccc1)C(=O)O	19%&-6%
CN=C1CC(C)(C)CC(=O)/C1=C(/O)CCC(=O)NC	-4%
CC1=NN(c2ccccc2)C(=O)/C1=C/C=C/c1ccccc1	16µM*
COc1ccc(C(=O)Nc2ccc(-c3ccc(NC(=O)c4ccc(OC)cc4)c(OC)c3)cc2OC)cc1	-5%
